# Screening data (PubChem)
# STK33 inh = blocks human STK33 kinase activity; purified STK33, MBP phosphorylation, ADP-Glo luminescence; inhibition, % at 10 µM; 0.073% of 320,000 active; AID 2661;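 active means inhibition at or above 25%, using the most active replicate where run in duplicate; inactive means inhibition below 25%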
# Target sequence (Q9BYT3 whole entry, looked up): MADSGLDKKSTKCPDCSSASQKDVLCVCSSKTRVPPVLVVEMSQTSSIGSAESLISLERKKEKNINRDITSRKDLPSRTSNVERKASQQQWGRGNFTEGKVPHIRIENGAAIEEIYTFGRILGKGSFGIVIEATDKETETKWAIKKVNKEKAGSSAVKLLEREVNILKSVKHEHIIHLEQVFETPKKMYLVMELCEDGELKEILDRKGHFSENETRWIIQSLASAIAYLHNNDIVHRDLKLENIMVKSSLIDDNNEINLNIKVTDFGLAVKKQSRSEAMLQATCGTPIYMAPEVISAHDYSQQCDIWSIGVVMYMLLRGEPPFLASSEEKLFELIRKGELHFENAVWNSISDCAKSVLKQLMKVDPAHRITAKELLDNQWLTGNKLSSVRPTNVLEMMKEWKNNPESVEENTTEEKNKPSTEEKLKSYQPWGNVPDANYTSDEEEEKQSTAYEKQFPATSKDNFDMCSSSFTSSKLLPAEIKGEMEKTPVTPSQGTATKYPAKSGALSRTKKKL
# Kir21 block = inhibitors of mouse Kir2.1 inward-rectifier potassium channel; P35561; HEK293-Kir2.1, FluxOR thallium flux fluorescence; hits give low values; B-score at 10 µM; 0.85% of 310,000 active; AID 1672;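 active means fluorescence ratio B-score at or below minus 3 SD of library scores, with starting-brightness B-score within 2 SD, cut at about -4.2 in these data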;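 further: channel flux triggered by added potassium and thallium sulfate stimulus; B-score of peak minus minimum fluorescence over baseline after thallium stimulus; more negative B-score means stronger Kir2.1 block with less thallium influx; some compounds called inactive have numbers as strong as hits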
# Target sequence (P35561 whole entry, looked up): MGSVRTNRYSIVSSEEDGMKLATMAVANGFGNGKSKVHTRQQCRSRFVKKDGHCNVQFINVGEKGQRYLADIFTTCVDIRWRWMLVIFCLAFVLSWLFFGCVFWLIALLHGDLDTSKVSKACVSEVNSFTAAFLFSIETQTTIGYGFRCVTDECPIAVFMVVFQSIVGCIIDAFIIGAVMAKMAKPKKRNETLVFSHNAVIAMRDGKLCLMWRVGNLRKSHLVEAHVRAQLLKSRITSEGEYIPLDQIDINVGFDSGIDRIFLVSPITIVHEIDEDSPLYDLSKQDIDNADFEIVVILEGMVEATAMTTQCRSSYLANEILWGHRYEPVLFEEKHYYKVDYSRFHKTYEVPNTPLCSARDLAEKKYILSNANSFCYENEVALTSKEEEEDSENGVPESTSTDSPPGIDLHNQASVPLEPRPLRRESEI
# * marks the source's active call; other numbers are inactive results; . = not tested or not shown. No enrichment for hits; 0.84% or so of the library scored in one or more.
STK33 inh	Kir21 block	Molecule
-0.6	-0.42	CC(C)[C@H](N[C@@H](C)c1ccccc1)c1c(O)ccc2ccccc12
-0.6	-0.01	CCCCOc1ccc(/C=N/NC(=O)C2CCCNC2=O)cc1 (stereo not given)
0.0	-0.45	COc1ccc2cc(CCNC(=O)c3cccs3)c(=O)[nH]c2c1
-0.9	0.03	S=C(NCCc1ccc(Cl)cc1)NC1CCCC1
12.7	0	C/C(=N\Nc1nc2ccccc2[nH]1)c1ccccn1
0.9	-0.73	Cc1cc(C)c(C)c(S(=O)(=O)Nc2cccnc2)c1C
-1.0	-1.65	COc1ccccc1NC(=O)COC(=O)CC(C)(C)CC1=NS(=O)(=O)c2ccccc2N1
-0.6	.	CC1CCCCC12NC(=O)N(CC(=O)N1CCN(C(=O)c3ccco3)CC1)C2=O (stereo not given)
-0.4	-0.29	COc1ccc(Cc2nnc(Cl)c3ccccc23)cc1OC
-1.3	1.64	COC(=O)NCC1(C)CC(NC(=O)OC)CC(C)(C)C1 (stereo not given)
-0.1	-1.92	O=C(Nc1ccccc1F)N1CCc2ccccc2C1
-1.0	1.22	Cc1ccc(O)c(C2=NCCNC(C(F)(F)F)=C2)c1
-1.4	0.97	O=C(Nc1nn[nH]n1)c1cccc(Oc2ccccc2)c1
-1.8	0.68	COc1cc(C2C(C(C)=O)=C(O)C(=O)N2CCc2ccc(OC)c(OC)c2)ccc1O (stereo not given)
-2.2	1	CC1Cc2ccccc2N1C(=O)CSc1nnc(-c2ccc(S(=O)(=O)N3CCCC3)cc2)n1C (stereo not given)

# Grouped by structure, the entries above containing nitrogen in an aromatic ring.
STK33 inh	Kir21 block	Molecule
0.0	-0.45	COc1ccc2cc(CCNC(=O)c3cccs3)c(=O)[nH]c2c1
12.7	0	C/C(=N\Nc1nc2ccccc2[nH]1)c1ccccn1
0.9	-0.73	Cc1cc(C)c(C)c(S(=O)(=O)Nc2cccnc2)c1C
-0.4	-0.29	COc1ccc(Cc2nnc(Cl)c3ccccc23)cc1OC
-1.4	0.97	O=C(Nc1nn[nH]n1)c1cccc(Oc2ccccc2)c1
-2.2	1	CC1Cc2ccccc2N1C(=O)CSc1nnc(-c2ccc(S(=O)(=O)N3CCCC3)cc2)n1C (stereo not given)

# The list continues:
STK33 inh	Kir21 block	Molecule
-0.9	0.02	CCn1c(COc2cccc(OC)c2)nnc1SCC(=O)Nc1cc(OC)ccc1OC
1.7	1.28	COc1ccc(C)cc1NC(=O)c1ccc2c(SCC(=O)O)c3c(nc2c1)CCCC3
.	0	CCOCCN1CCN(c2c3c(nc4cc(-c5ccc(F)cc5)nn24)CCC3)CC1
-0.9	0.7	N#Cc1ccc(OC(=O)Cc2ccsc2)cc1
-0.2	-3.79	CCOc1ccc(CCNC(=O)COC(=O)c2nc(Cl)ccc2Cl)cc1OCC
-1.2	0.16	Nc1nnn(CC(=O)N/N=C/c2ccc(O)cc2)n1
0.0	0.25	COc1cc(/C=C/C(=O)O)cc(OC)c1O
-0.8	-3.28	Brc1c(CSc2nnc(-c3ccco3)o2)nc2ccccn12
0.0	-0.27	COc1ccc(C(=O)Nc2nnc(S(=O)(=O)N3CCCCCC3)s2)cc1OC
0.7	0.06	Brc1ccc(C2Nc3cccc4cccc(c34)N2)o1
0.6	-1.45	COc1ccc(NC(=O)CN2C(=O)COc3ccc(S(=O)(=O)N4CCOCC4)cc32)cc1Cl
-0.6	0.03	CCCCCC(=O)Nc1sc(C)c(C)c1C#N
-0.9	-1.39	CCC(C)CCN1C(Nc2ccccc2)=NC[C@@H]1Cc1ccccc1 (stereo not given in full)
-0.3	-1.92	Cc1nnc(N/N=C/c2ccc(O)c([N+](=O)[O-])c2)[nH]c1=O
-1.0	0.2	CC(C)c1c(O)nc(SCC(=O)N2CCOCC2)[nH]c1=O

# Random excerpt: 3 compounds from above.
STK33 inh	Kir21 block	Molecule
0.6	-1.45	COc1ccc(NC(=O)CN2C(=O)COc3ccc(S(=O)(=O)N4CCOCC4)cc32)cc1Cl
1.7	1.28	COc1ccc(C)cc1NC(=O)c1ccc2c(SCC(=O)O)c3c(nc2c1)CCCC3
-0.9	0.02	CCn1c(COc2cccc(OC)c2)nnc1SCC(=O)Nc1cc(OC)ccc1OC

# Next part:
STK33 inh	Kir21 block	Molecule
-0.4	.	c1ccc(-c2cn3nc(-c4ccccc4)cnc3n2)cc1
5.4	0.32	CCOc1ccc(S(=O)(=O)N2CCC(C(=O)NCC3CCCO3)CC2)cc1Cl (stereo not given)
0.0	0.61	O=C(COC(=O)c1ccccc1N1C(=O)C2C3CCC(C3)C2C1=O)c1ccccc1 (stereo not given)
0.0	-0.01	Cc1cc(C(F)(F)F)nc(-n2cc(-c3cccc(N)c3)nn2)n1
0.4	-0.15	COc1ccc(-c2nnc(SCC(=O)N3CCCCC3)o2)cc1OC
0.8	-1.22	CC(=O)Nc1ccccc1OCC(O)CS(=O)(=O)c1ccc(C(F)(F)F)cn1 (stereo not given)
-0.3	2.72	Cc1cc(C)n(-c2cccc3cccnc23)n1
-0.3	-0.44	N/C(CCS(=O)(=O)c1ccc(Cl)cc1)=N\OC(=O)c1ccccc1C(F)(F)F
-0.7	-1.15	NC1=NC[C@H](Cc2ccccc2)N1CC1CCCCC1
0.6	-1.9	O=C(CCc1ccc(S(=O)(=O)NCc2ccccc2)cc1)NCc1cccnc1
-1.6	-0.61	Cc1ccc(S(=O)(=O)NCc2c(Cl)cccc2Oc2ccccc2)cc1
-1.1	-0.77	O=C(Cn1nnc(-c2ccccc2-n2cnnn2)n1)c1ccccc1
-0.6	-0.72	Cc1nc2ccccc2c2oc(C(=O)N3CCN(C(=O)c4ccco4)CC3)cc12
-0.5	-0.88	Cc1nn2c(-c3ccccc3)c(-c3ccccc3)nc2[nH]c1=O
-0.9	0.73	COc1ccc(C2N(C(C)=O)CCN2S(=O)(=O)c2ccc(C)cc2)cc1 (stereo not given)
1.0	0.26	O=C1CCCc2c1cc(C(=O)NCCCN1CCOCC1)c(=O)n2-c1ccc(Cl)cc1
-1.7	0.01	O=C(COC(=O)c1ccc(Cl)c(Cl)c1)Nc1cccnc1Cl
-0.5	1	COc1ccc(OCC(=O)NNC(=O)c2cccc(C)c2)cc1
-1.7	-1.18	COc1ccc(/C=C2\SC(=S)N(CCCC(=O)Nc3ccccc3C(=O)O)C2=O)cc1OC
-0.1	1.24	CN1C=CC=C/C1=C1\SC(=S)N(c2ccccc2)C1=O
-1.0	-1.21	CCCCSCCCNC(=O)c1cn(CC)c2ccc(S(=O)(=O)N3CCOCC3)cc2c1=O
4.2	0.39	CCNc1nc(NCC)nc(N/N=C/c2cc(OC)c(OC)c(OC)c2)n1
-2.6	-0.29	CCOC(=O)N1CCN(C(=O)c2ccccc2N(Cc2ccccc2)S(=O)(=O)c2ccccc2)CC1
-0.8	-1.94	COCCNC(=O)c1ccc(C2SCC(=O)N2CCc2ccccc2)cc1 (stereo not given)
-2.3	0.09	COc1cc(NC(=O)c2ccc(NS(=O)(=O)c3c(C)noc3C)cc2)cc(OC)c1
0.3	-0.98	CN(CCCNC(=O)CSc1cc(=O)n(C)c2ccc(Cl)cc12)Cc1ccccc1
2.1	0.05	COc1cc(/C=N/NC(=O)c2cccc(NC(=O)c3ccccc3Cl)c2)ccc1O
-0.7	-1.55	CC(C)CN(C(=O)C1CCCCC1)C1CCS(=O)(=O)C1 (stereo not given)
0.3	-0.03	NS(=O)(=O)c1ccc(NC(=O)COC(=O)CSc2n[nH]c(-c3ccccc3)n2)cc1
-0.5	0.19	CC(=O)c1sc(C(C)(C)C)cc1NC(=O)CCC(=O)O
-0.2	-0.07	Cc1ccccc1-n1ncc(C(C)NS(=O)(=O)c2ccccc2Cl)c1C (stereo not given)
-0.9	-0.02	Cc1ccc(S(=O)(=O)Nc2ccc3c(c2)C(=O)NC3=O)cc1[N+](=O)[O-]
-0.5	-0.01	O=C(c1cccs1)N1N=C(c2ccc(O)cc2)CC1c1ccccc1 (stereo not given)
-1.8	-0.95	O=C(C1CC12CCCC2)N1CCC(CO)(Cc2ccccc2Cl)CC1 (stereo not given)
-0.3	0.1	COc1ccc(NC(=O)C(C)N(c2ccc(C)cc2)S(C)(=O)=O)c(OC)c1 (stereo not given)
-1.6	-2.08	Cc1ccn2c(C(=O)N/N=C\c3ccc4c(c3)OCO4)c(C)nc2c1
-0.9	-1.67	CCOc1ccccc1NC(=O)Cn1nnc(-c2ccc(OCC)c(OCC)c2)n1
-1.1	0.67	CC(C)Nc1nnc(SCC(=O)Nc2ccc(F)cc2)s1
-2.2	1.98	CC(=O)Nc1ccc(NC(=O)Nc2cc(C)cc(C)c2)cc1
-0.5	-0.48	O=C(CSc1nnc(Cn2c(=O)sc3ccccc32)n1-c1ccccc1)Nc1nccs1
-0.5	-0.6	CCOC(=O)C1CCN(C(=O)c2ccc(NS(=O)(=O)c3ccc(F)cc3C)cc2)CC1
-0.2	-0.07	COc1ccccc1CC(=O)Nc1ccc(NC(=O)c2cccs2)cc1
-0.1	.	Cc1cccc(N2CC(C(=O)Nc3ccccc3N3CCOCC3)CC2=O)c1C (stereo not given)
1.4	0.62	CCOC(=O)C(C)N1C(=O)S/C(=C\c2ccc(-c3ccccc3C(=O)O)o2)C1=O (stereo not given)
-1.9	0.89	CCOc1cccc(/C=N/N2C(=O)CSC2=S)c1O
0.7	0.47	Cc1cccnc1NC(=S)NC(=O)c1cccs1
-1.7	0.87	Cc1ccc(NC(=O)c2ccc(Cl)cc2Cl)cc1O
1.9	1.16	O=C(Nc1nc2ccc(S(=O)(=O)N3CCCCC3)cc2s1)c1ccncc1
-0.1	0.7	CC(C)(C)c1[nH]nc2c1C(c1ccoc1)C(C#N)=C(N)O2 (stereo not given)
-0.3	-0.02	N#CC1=C2SCN(Cc3ccccc3)CN2C(=O)CC1c1ccc2c(c1)OCO2 (stereo not given)
0.2	-5.21	O=C1c2ccc3c4c(ccc(c24)C(=O)N1c1cccc(O)c1)CC3
-0.6	.	Cc1cc(C)n(CC(=O)NNC(=O)c2ccc(NC(=O)CC#N)cc2)n1
-0.6	0.18	COc1ccccc1C1=Nn2c(COc3ccccc3)nnc2SC1
0.1	0.02	COc1ccc(N2CCN(S(=O)(=O)CCNC(=O)c3ccco3)CC2)cc1
0.4	-0.39	O=C(Nc1ccccc1)c1ccc(=O)n(Cc2cccc(Cl)c2)c1
-0.3	-1.88	Cn1c(C(=O)NCCCN2CCCC2=O)cc2c(=O)n(C)c3ccccc3c21
0.0	1.55	Cc1ccccc1CS(=O)(=O)Cc1ccc(C(=O)NCC2CCCO2)o1 (stereo not given)
-1.7	0.22	CCc1ccccc1NCC(=O)Nc1ccc(Cl)c(C(F)(F)F)c1
-0.1	-0.55	O=C(c1cccnc1)N1CCN(Cc2cccc(F)c2)CC1
0.6	-0.5	NC(=O)NC(=O)COC(=O)c1cccc(S(=O)(=O)N2CCCCCC2)c1

# Ordered by molecular weight (descending): some entries from above
STK33 inh	Kir21 block	Molecule
-0.3	-0.02	N#CC1=C2SCN(Cc3ccccc3)CN2C(=O)CC1c1ccc2c(c1)OCO2 (stereo not given)
-0.6	.	Cc1cc(C)n(CC(=O)NNC(=O)c2ccc(NC(=O)CC#N)cc2)n1
0.7	0.47	Cc1cccnc1NC(=S)NC(=O)c1cccs1

# (further entries)
STK33 inh	Kir21 block	Molecule
-0.3	0.59	O=[N+]([O-])c1ccccc1-c1cc(-c2cc(Cl)ccc2O)n[nH]1
.	0.08	Cc1cc(NC(=O)CSc2nnc(-c3cccnc3)n2N)no1
-0.4	.	CN(Cc1ccccc1)C(=O)COC(=O)Cc1ccc(Cl)cc1
-0.9	-9.54*	CCC(C(=O)NCCCN(CC)Cc1ccccc1)n1nc(C)c2sc3ccccc3c2c1=O (stereo not given)
0.1	-0.08	COc1ccc(OC)c(S(=O)(=O)N2CCC(C(=O)N3CCOCC3)CC2)c1
0.2	-1.32	CCN(CC(=O)Nc1cc(Cl)ccc1C)C(=O)Cc1sc(C)nc1-c1ccc(F)cc1
0.3	0.05	Cc1ccc(SCC(=O)NCC2CCCO2)cc1 (stereo not given)
1.1	0.58	O=C(c1cn(-c2ccccc2)nc1-c1ccccc1)N1CCN(c2ccccn2)CC1
-1.3	0.35	COCCN(CCOC)S(=O)(=O)c1ccc(C(=O)Nc2ccncc2)cc1
-0.6	0.2	CCOC(=O)C(/C(N)=N/C(=O)Nc1ccccc1)=C(\C)O
-0.9	-1.07	COc1ccc(NC(=O)Cn2nnc(C(=O)NCc3cccs3)c2N)cc1OC
-0.7	-0.03	CCCCn1c(CCNC(=O)c2ccco2)nc2ccccc21
-2.8	0.7	CCCc1nc(NCc2ccccc2)c(C#N)c2c1CCCC2
-0.4	1.26	COc1ccc(C(=O)N/N=C/c2cc3ccccc3[nH]c2=O)cc1
-1.9	1.01	Cc1ccc(/C=C2/SC(=S)N(c3ccc(S(=O)(=O)Nc4nccs4)cc3)C2=O)cc1
-0.3	1.03	Cc1nn(Cc2ccccc2Cl)c(C)c1NC(=O)c1nc2ncccn2n1
-0.2	0.78	O=C(CN1CCN(c2ccc(O)cc2)CC1)Nc1cc([N+](=O)[O-])ccc1Cl
-0.3	1.56	COc1ccccc1CNC(=O)N1CCN(S(=O)(=O)c2ccccc2)CC1
0.8	1.27	COc1ccccc1NC(=O)C1=C(C)NC(=O)NC1c1ccco1 (stereo not given)
-0.7	1.53	Cc1occc1-c1nnc(SCC(=O)Nc2ccc(F)cc2)n1C
0.8	.	O=C(C[C@@H]1C/C=C/CCCC(=O)O[C@H](c2ccccc2)CNC1=O)N[C@H](CO)Cc1ccccc1
-0.6	1.66	CCOc1ccccc1CN1CCN(Cc2csc(C(C)=O)c2)CC1CCO (stereo not given)
0.3	1.47	CNC(=O)CSc1nnnn1-c1ccc2c(c1)OCCO2
-0.3	-3.13	O=C1CC(c2ccc(F)cc2)CC2=C1C=Nc1ccccc1N2 (stereo not given)
-0.9	-0.7	CC(=O)/C(=N/Nc1ccccc1[N+](=O)[O-])N1CCCc2ccccc21
0.4	1.92	CCOc1ccc(NC(=S)NN2C(C)CCCC2C)cc1 (stereo not given)
-0.2	-0.43	CC(C)(C)NC(=O)NC(=O)CN1CCCCC1
